PNC inhibitor = inhibitors of perinucleolar compartment assembly | hit rate 3.1% among 140,000 | AID 2417 | PC3M PTB-GFP, PNC prevalence imaging, 16 h; stronger effect = lower value | activity change (PNC), negative = inhibition, % at 10 µM;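 active = readout at or below -70, meaning at least 70% loss of cells showing the perinucleolar compartment, a nuclear body marking cancer cells; inconclusive = readout between -30 and a set limit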;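 note: plate controls were DMSO wells for no effect and camptothecin positive control wells for full effect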
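Compounds are pinned in duplicate onto adhered PC3M cells stably expressing GFP-tagged PTB and incubated 16 h at 37 C. Cells are then fixed, nuclei stained with Hoechst, and PNC-positive cells counted.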
ALOX15B inhib = blocks human 15-lipoxygenase 2 activity | Potency, µM (titrated, usually from 57.1 µM), inactives show at the highest dose activity change, negative = inhibition, usual class: inhibitors | purified 15hLO-2, xylenol orange hydroperoxide absorbance | O15296 | hit rate 0.56% among 110,000; note: potency is the fitted concentration of half-maximal effect; nearly all actives have a fitted effect of over 60% in size; many of its hits are not listed in these tables
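Enzyme 50 nM, AA 45 uM, 25 mM Hepes pH 7.5 + 0.01% Triton X-100; cpd preinc 15 min RT, rxn 90 min RT; stop/detect with 200 uM XO + 300 uM Fe(II) in 50 mM H2SO4, 30 min; A573/A405.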
IMPase inh = IMPase inhibition in cells | inhibition (IP1 accumulation), % at 46.1 µM | 120,000 tested, under 10 active | P97697 | CHO-M1 cells, IP1 accumulation, HTRF TR-FRET ratio; active = well fitted curve in the direction sought with a large enough effect in the signal ratio, not every such curve was filed as active; inconclusive = small, poorly fitted or top-dose-only effect, or a change in a side signal; inactive = no such curve, though single readings can be large or run the other way; the % refers to the signal ratio;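 note: cells stimulated with carbachol in lithium chloride buffer; plate controls were DMSO basal wells for no effect and reference inhibitor wells for full effect; higher means more IMPase inhibition seen as more IP1 and lower FRET ratio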
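CHO-M1 cells (CHO stably expressing M1 receptor), compound up to 46 uM final, stimulated with carbachol (50 uM as added) in buffer with 50mM LiCl, pH 7.4, 30 min at 37C. Cytosolic IP1 read by TR-FRET; AC50 from Hill fits.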
12-hLO inh = inhibitors of human 12-lipoxygenase (ALOX12). P18054. purified 12-hLO, xylenol orange hydroperoxide absorbance. Potency, µM (doses to about 57.1 µM), without a hit: top-dose activity change, negative = inhibition, actives largely listed as inhibitors. hit rate 0.12% among 150,000. AID 1452; note: potency is the fitted concentration of half-maximal effect; nearly all actives have a fitted effect of over 55% in size; many of its hits are not listed in these tables
Target sequence (P18054 whole entry, looked up): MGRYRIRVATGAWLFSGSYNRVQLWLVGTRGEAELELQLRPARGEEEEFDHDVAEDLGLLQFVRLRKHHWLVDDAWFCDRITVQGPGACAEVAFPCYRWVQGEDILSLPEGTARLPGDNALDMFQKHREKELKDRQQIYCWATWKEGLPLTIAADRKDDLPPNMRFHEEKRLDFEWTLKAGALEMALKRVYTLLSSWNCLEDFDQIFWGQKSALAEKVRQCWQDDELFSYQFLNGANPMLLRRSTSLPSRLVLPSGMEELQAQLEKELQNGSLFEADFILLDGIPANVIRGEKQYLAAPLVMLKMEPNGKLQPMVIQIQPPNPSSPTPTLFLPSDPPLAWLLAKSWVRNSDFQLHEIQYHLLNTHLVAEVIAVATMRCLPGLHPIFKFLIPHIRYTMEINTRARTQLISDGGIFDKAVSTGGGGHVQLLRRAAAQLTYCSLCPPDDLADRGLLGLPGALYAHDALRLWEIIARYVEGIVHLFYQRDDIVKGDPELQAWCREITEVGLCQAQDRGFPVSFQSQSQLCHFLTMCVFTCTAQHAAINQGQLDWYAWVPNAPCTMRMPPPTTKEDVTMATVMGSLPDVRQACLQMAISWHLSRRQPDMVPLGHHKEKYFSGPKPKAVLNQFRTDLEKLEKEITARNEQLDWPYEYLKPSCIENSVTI
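Hydroperoxide output read as Fe(III)-xylenol orange absorbance, 573-to-405 nm ratio, after 30 min reaction with 40 uM arachidonic acid. Enzyme: 150 nM purified human 12hLO, 15 min compound preincubation; 25 mM Hepes pH 7.0, room temperature.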
* hit, by the source's call; ? = inconclusive; / = not tested or not shown; [ ] = dose if it differs, or a comment. Unless noted, calls come from the whole dose curve; as a rule, active = well fitted curve in the direction sought with a large enough effect; inconclusive = small, poorly fitted or top-dose-only effect, or another doubt; inactive = no such curve, though single readings can be large; an effect the other way counts as inactive or inconclusive. Unless noted, % is set by controls: 0 for no effect and ±100 for the full control effect. The list is partial; rates above refer to the full screens.

Codes: A = PNC inhibitor; B = ALOX15B inhib; C = IMPase inh; D = 12-hLO inh
Cc1ccc(NC(=O)CS(=O)CC(=O)Nc2ccc(N3CCOCC3)cc2)cc1Cl (stereo not given)
  A: 15; B: ?; C: -6; D: -5%
COc1ccc(CCCNC(=O)CC#N)cc1OC
  A: -26; B: -7%; C: 12; D: 0%
Cc1ccc(S(=O)(=O)N2CCCCC2)cc1NC(=O)Cc1c[nH]c2ccccc12
  A: ?; B: /; C: 0; D: -6%
COC(=O)[C@@H]1C(c2c(OC)cc(OC)cc2OC)=NO[C@H]1C(=O)OC
  A: 25; B: /; C: /; D: -3%
C=CCn1c(N)c(C(=O)N2CCOCC2)sc1=S
  A: -28; B: -21%; C: -18; D: -7%
Cc1nnc(SCC(=O)NC2CCCc3ccccc32)n1-c1ccccc1 (stereo not given)
  A: -16; B: /; C: /; D: -2%
CN(CC(=O)Nc1ccc(Cl)cc1)S(=O)(=O)c1cccc2cccnc12
  A: ?; B: -2%; C: 3; D: -4%
CC(C)C(NC(=O)c1ccc(C(C)(C)C)cc1)C(=O)O (stereo not given)
  A: -2; B: 4%; C: 0; D: -4%
O=C(CSc1nc2c(c(=O)n1-c1ccc(Cl)cc1)SCC2)N1CCCC1
  A: 2; B: -1%; C: 12; D: -8%
Cn1c(CN2CCN(C(=O)c3ccccc3Cl)CC2)nc2cc([N+](=O)[O-])ccc21
  A: ?; B: /; C: /; D: -1%
CN(c1ccccc1C(=O)NC1CC2CCC1C2)S(=O)(=O)c1ccccc1 (stereo not given)
  A: -28; B: /; C: /; D: 0%
COc1ccc(CCNC(=O)c2cc(-c3ccccc3OC)on2)cc1OC
  A: ?; B: 7%; C: 0; D: -9%
COCCNC(=O)C(c1ccc(F)cc1)N(CCOC)C(=O)CCC(=O)Nc1nccs1 (stereo not given)
  A: -108*; B: 1%; C: 2; D: 4%
CCOc1ccc(NC(=O)NC2CCOC(C)(C)C2)cc1 (stereo not given)
  A: 11; B: -2%; C: -23; D: -5%
CCc1ccc(N(C(=O)c2snc(C(N)=O)c2N)C(C(=O)NCCC(C)C)c2c[nH]c3ccccc23)cc1 (stereo not given)
  A: -21; B: -11%; C: -3; D: 0%
Cc1noc(NC(=O)Nc2ccccc2F)c1C#N
  A: /; B: 3%[11.4 µM]; C: /; D: 3%[11.4 µM]
C/C(=C\C(=O)O)CC(=O)O
  A: ?; B: 0%; C: 0; D: 2%
COc1c(Br)cc(Br)cc1C(=O)O
  A: 45; B: 1%; C: -11; D: -6%
CC(=O)N1CCC2(CC1)CN(c1ccccc1)C2
  A: /; B: -15%; C: /; D: -6%
COc1ccc(OC)c(NC(=O)Cn2c(=O)oc3ccccc32)c1
  A: 1; B: 3%; C: 5; D: -1%
COC(=O)c1ccc(C2C(C(=O)Nc3ccc(C)cc3C)=C(C)Nc3ncnn32)cc1 (stereo not given)
  A: 14; B: -3%; C: 3; D: -3%
COc1ccc2cc(C(c3nnnn3C3CCCC3)N3CCc4ccccc4C3)c(=O)[nH]c2c1 (stereo not given)
  A: 1; B: -25%; C: 6; D: -9%
CCC1OC2(C)OC(=N)C1(C#N)C(C#N)(C#N)C2c1ccccc1 (stereo not given)
  A: -16; B: /; C: /; D: -3%
COc1cc2c(cc1OC)-c1cc(OCCN3CCOCC3)nc(=O)n1CC2
  A: -16; B: 0%; C: ?; D: -2%
Cc1ccc(C(=O)COC(=O)c2cccc(N3C(=O)c4c(C)nc5ccccc5c4C3=O)c2)cc1C
  A: ?; B: /; C: -2; D: -3%
CN(c1ccc(C(=O)NCc2ccccn2)cc1)S(C)(=O)=O
  A: -24; B: -1%; C: 2; D: 1%
COc1cc(CC(=O)Nc2ccc3c(c2)CCC3)cc(OC)c1OC
  A: 31; B: /; C: /; D: -4%
COC(=O)c1ccc(C(=O)OC)c(NC(=O)CCc2ccc(C)o2)c1
  A: -23; B: -6%; C: 11; D: -10%
Cc1cc(NS(=O)(=O)c2ccc(NC(=O)CCN3C(=O)c4ccccc4C3=O)cc2)no1
  A: -8; B: 4%; C: -5; D: 5%
CCCn1c(=N)n(CCOc2ccc(OC)cc2)c2ccccc21
  A: 4; B: 3%; C: 11; D: 5%
Cn1ncc(Cl)c1C(=O)NCc1cc(C(C)(C)C)n[nH]1
  A: 12; B: /; C: /; D: 3%
O=S(=O)(O)c1nc2ccccc2n1CCOc1ccccc1
  A: 41; B: 5%; C: 4; D: -4%
NC(=O)NCC(N)C(=O)O (stereo not given)
  A: /; B: -7%; C: /; D: 8%
COc1ccc(N2C(N)=C(C#N)C(c3cccnc3)C3=C2CC(C)(C)CC3=O)cc1 (stereo not given)
  A: ?; B: 0%; C: 1; D: 1%
Nc1c(C(=O)NCc2ccccc2)sc2nc(N3CCOCC3)c3c(c12)CCCC3
  A: -27; B: -24%; C: -21; D: -11%
O=C(CSc1nnc(-c2ccco2)n1-c1ccccc1)NCCc1ccccc1
  A: -10; B: 4%; C: -1; D: -7%
CCN(CC)c1nc(N)c2c(N)nc3c(c2c1C#N)CC(c1ccccc1)O3 (stereo not given)
  A: 20; B: 17%; C: -3; D: -19%
CCOC(=O)N1CCN(C(=O)c2ccc3c(c2)sc2nc(-c4ccc(OC)cc4)cn23)CC1
  A: 18; B: 0%; C: 2; D: -1%
c1ccc(-c2cnc(SCCN3CCOCC3)n2CC2CCCO2)cc1 (stereo not given)
  A: -18; B: /; C: ?; D: -1%
N#C/C(=C\c1cn(-c2ccccc2)nc1-c1ccccc1)S(=O)(=O)c1ccccc1
  A: -19; B: /; C: /; D: -1%
COc1cc(NS(=O)(=O)c2cccc3nsnc23)cc(OC)c1
  A: -82*; B: -6%; C: 6; D: -6%
COC(=O)CCC(=O)OC
  A: /; B: 4%; C: /; D: -2%
O=C(NCc1ccccc1)c1cc(-c2ccncc2)nc2ccc(S(=O)(=O)N3CCOCC3)cc12
  A: 13; B: /; C: /; D: 1%
O=C(Nc1ccc(Cl)cc1)Nc1ccccc1C(=O)NCc1ccco1
  A: 32; B: 24%; C: 1; D: -14%
CC(=O)c1cccc(N/C=C\C(=O)c2ccc(C)cc2)c1
  A: 32; B: /; C: /; D: -4%
Cc1ccc2nc(-c3cccc(N)c3)[nH]c2c1
  A: 37; B: /; C: -22; D: 0%
COCCCNC(=S)N1CCN(S(C)(=O)=O)CC1
  A: ?; B: /; C: /; D: 0%
Cc1cc(Cl)c(S(=O)(=O)N2CCN(c3cccc(C)c3C)CC2)cc1OCC(N)=O
  A: ?; B: 20%; C: 3; D: -2%
COc1ccc(C(=O)/C=C/Nc2c(C)n(C)n(-c3ccccc3)c2=O)cc1OC
  A: 19; B: -5%; C: 7; D: -4%
CCOCC(O)CS(=O)(=O)c1ccccn1 (stereo not given)
  A: 1; B: 3%; C: -5; D: 3%

The list goes on.
Codes: A = PNC inhibitor; B = ALOX15B inhib; C = IMPase inh; D = 12-hLO inh
O=C(c1ccco1)N1CCn2c1nc1ccccc12
  A: 1; B: /; C: 8; D: 3%
Cc1ccc(S(=O)(=O)c2nc(S(=O)(=O)c3ccc(C)cc3)c(NCc3ccco3)s2)cc1
  A: 72; B: -16%; C: 3; D: 5%
O=C(c1ccc(CN2CCOCC2)cc1)N1CCN(c2ccccc2)CC1
  A: -9; B: /; C: 1; D: 0%
Cc1cc(C)nc(NC(=O)NS(=O)(=O)N2CCCCCC2)n1
  A: 3; B: -1%; C: 1; D: 1%
Cc1ccc(S(=O)(=O)N(C)C)cc1NC(=O)COC(=O)c1c(C)noc1C
  A: -21; B: /; C: /; D: -2%
CC(=O)Cc1nsc(NC(=O)c2csc3c2CCCC3)n1
  A: ?; B: 9%; C: 19; D: -8%
CCC(C)=O
  A: /; B: -7%; C: /; D: -1%
CO/N=C/CC(=O)Nc1ccc(F)cc1F
  A: ?; B: 9%; C: 16; D: -4%
CCc1nnc(NC(=O)Cc2ccc(OC)cc2)s1
  A: 21; B: -5%; C: 4; D: 5%
COc1ccc(Br)cc1CNC(=O)C1CCCN(c2nc3ccccc3o2)C1 (stereo not given)
  A: ?; B: 6%; C: 6; D: -5%
O=C(COC(=O)/C=C/c1nc2ccccc2s1)Nc1cccc2ccccc12
  A: -13; B: /; C: /; D: -3%
CCCCC(C(=O)NC(C)(C)C)N(Cc1ccco1)C(=O)c1snc(C(N)=O)c1N (stereo not given)
  A: 16; B: -1%; C: -2; D: -4%
Cn1c(=O)c2sccc2n2c(CCCC(=O)NCc3ccc4c(c3)OCO4)nnc12
  A: -100*; B: -8%; C: 7; D: 0%
COc1ccc2c(c1)OCC(Cc1ccc(OC)c(OC(C)=O)c1)C2=O (stereo not given)
  A: /; B: 2%; C: /; D: -5%
COC(=O)c1ccc(COC(=O)c2[nH]c(C)c(C(C)=O)c2C)o1
  A: -26; B: -5%; C: -4; D: -6%
CCOc1ccc2oc(C(=O)OCC(=O)NC(=O)NC3CCCC3)c(C)c2c1
  A: 10; B: -4%; C: 4; D: -2%
O=C(O)COc1ccccc1O
  A: 29; B: 3%; C: 0; D: -3%
CCCCC1C2=C(CC(C)(C)CC2=O)OC2=C1C(=O)CC(C)(C)C2
  A: 14; B: /; C: 2; D: 1%
